D1 ag – Allosteric Agonists of the Human D1 Dopamine Receptor: qHTS; HEK293 T-REx D1 cells, calcium flux, agonist mode; D(1A) dopamine receptor (Homo sapiens), P21728; activation, % at 2 µM; 1% of 360,000 active; in the data active = activation above about 30%; also: 0% is about no effect
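Inducible HEK293 T-REx D1 cells, force-coupled to calcium signalling, were plated at 4000 cells/well with tetracycline and held overnight at 30 C. After no-wash calcium dye loading, compound-evoked calcium rise over 180 s flagged agonists.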
RXFP1 agonist – qHTS Assay for Agonists of the Relaxin Receptor RXFP1 | Relaxin receptor 1 (Homo sapiens), Q9HBX9 | HEK293T-RXFP1 cAMP TR-FRET, 30 min; response scale: percent of porcine relaxin response, buffer zero | Potency, µM (series often up to 57.5 µM), for inactives: at the top dose activation, most hits filed as activators | 0.3% of 370,000 active | AID 2676, 2010; also: potency is read from the fitted curve at half-maximal effect; % is scaled to controls: 0 for no effect and ±100 for the full control effect; nearly all actives have a fitted effect of over 60% in size; many of its hits are not listed in these tables
Target sequence (Q9HBX9 whole entry, looked up): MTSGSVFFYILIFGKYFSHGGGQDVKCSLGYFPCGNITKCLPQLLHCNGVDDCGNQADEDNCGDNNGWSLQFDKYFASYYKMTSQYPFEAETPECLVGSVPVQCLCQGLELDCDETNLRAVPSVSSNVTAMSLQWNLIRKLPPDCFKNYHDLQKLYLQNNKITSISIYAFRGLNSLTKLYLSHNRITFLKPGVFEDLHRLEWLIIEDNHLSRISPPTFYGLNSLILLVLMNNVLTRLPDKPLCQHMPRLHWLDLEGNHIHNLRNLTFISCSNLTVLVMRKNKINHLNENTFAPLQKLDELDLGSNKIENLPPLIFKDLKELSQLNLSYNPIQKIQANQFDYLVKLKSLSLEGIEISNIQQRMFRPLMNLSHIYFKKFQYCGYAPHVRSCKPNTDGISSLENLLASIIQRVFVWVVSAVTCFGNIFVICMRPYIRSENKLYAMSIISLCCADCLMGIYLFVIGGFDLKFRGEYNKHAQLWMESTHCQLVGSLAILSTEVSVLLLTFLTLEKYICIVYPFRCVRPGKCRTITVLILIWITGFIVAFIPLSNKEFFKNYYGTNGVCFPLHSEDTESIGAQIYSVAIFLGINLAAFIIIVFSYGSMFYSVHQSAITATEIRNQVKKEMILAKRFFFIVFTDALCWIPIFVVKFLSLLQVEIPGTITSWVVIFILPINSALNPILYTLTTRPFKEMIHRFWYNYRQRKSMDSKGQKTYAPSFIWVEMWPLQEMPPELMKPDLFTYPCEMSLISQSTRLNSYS
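HEK293T cells stably expressing RXFP1 were pretreated with the PDE4 inhibitor Ro 20174, exposed to compounds for 30 min at 37C, lysed, and cAMP was read by TR-FRET. Data normalized to buffer (basal) and 29 nM porcine relaxin (100%).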
Vif-APOBEC3F blk – qHTS for Inhibitors of Vif-A3F Interactions: qHTS; HeLa A3F-eYFP + Vif (tagged APOBEC3F with the HIV-1 protein that degrades it), YFP fluorescence increase; Potency, µM (top dose mostly 46.1 µM), without a hit: at the top dose activity, negative = active; 0.2% of 390,000 active; also: potency is read from the fitted curve at half-maximal effect; % of control where 0% means no effect; nearly all actives have a fitted effect of over 65% in size
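Fluorescence increase (Ex 488/Em 500-530) after overnight compound treatment at 37 deg C flags inhibition of Vif-driven A3F-eYFP loss in stable HeLa A3F-eYFP/Vif cells seeded overnight beforehand.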
D1 antagonist – Antagonist of Human D 1 Dopamine Receptor: qHTS | D(1A) dopamine receptor (Homo sapiens), P21728 | HEK293 TREx D1 cells, calcium flux, dopamine EC80; hits give low values | activity change, negative = inhibition, % at 10 µM | 3.2% of 360,000 active; in the data active = activity change below about -30%; also: % is scaled to controls: 0 for no effect and ±100 for the full control effect
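Calcium flux readout: force-coupled, inducible Hek293 Trex D1 line, cells induced overnight at 30 C with tetracycline, dye-loaded 30–90 min at RT. Antagonism scored against EC80 dopamine challenge given 180 s after compound.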
Vif-APOBEC3G blk – qHTS for Inhibitors of Vif-A3G Interactions: qHTS; DNA dC->dU-editing enzyme APOBEC-3G (Homo sapiens), Q9HC16; HeLa A3G-eYFP + Vif (tagged APOBEC3G with the HIV-1 protein that degrades it), YFP fluorescence, overnight; Potency, µM (highest dose often 46.1 µM), without a hit: at the top dose activity, negative = active, usual class: inhibitors; 0.076% of 410,000 active; AID 602310, 2012;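 also: potency is read from the fitted curve at half-maximal effect; % is scaled to controls: 0 for no effect and ±100 for the full control effect; nearly all actives have a fitted effect of over 60% in size; hits raise eYFP signal because A3G escapes Vif-driven loss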
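Read-out is eYFP fluorescence (Ex 488/Em 500-530) from Vif-expressing HeLa A3G-eYFP cells; more signal means A3G escaped Vif-mediated degradation. Cells plated overnight, compound pinned in, incubated overnight at 37 deg C.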
Glioma ERSR ind – qHTS for Inducers of the Endoplasmic Reticulum Stress Response (ERSR) in Human Glioma: qHTS | U87-MG GRP78 promoter luciferase reporter, 16 h | Potency, µM, for inactives: at the highest dose activation, hits mostly activators | AID 602332, 2012 | 0.02% of 420,000 active; also: potency is read from the fitted curve at half-maximal effect; series mostly up to about 76 µM; % of control where 0% means no effect; nearly all actives have a fitted effect of over 35% in size
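Stably transfected U87-MG glioma cells carrying a GRP78-based luciferase sensor; 16 h compound incubation. Luminescence end-point read 10 min after Bright-Glo addition at room temperature.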
RXFP1 antag – qHTS Assay for Antagonists of the Relaxin Receptor RXFP1. Relaxin receptor 1 (Homo sapiens), Q9HBX9. HEK293-RXFP1, relaxin-stimulated cAMP HTRF, 30 min; hits give low values. activity change, negative = inhibition, % at 57.5 µM. 0.59% of 350,000 active. AID 1259400, 2018;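 active = activity change of -60% or lower, but not beyond a set lower limit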; also: % is scaled to controls: 0 for no effect and ±100 for the full control effect
D2 potentiator – HTS Assay for Positive Allosteric Modulators of the Human D2 Dopamine Receptor: Primary Screen for Potentiators | HEK293 T-REx D2, calcium flux, EC20 dopamine potentiation | D(2) dopamine receptor (Homo sapiens), P14416 | 0.34% of 340,000 active | potentiation, % at 10 µM;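 active = potentiation over 3 SD above the plate norm, cut at about 30% in these data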; also: 0% is about no effect
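Primary screen. Calcium kinetics in induced HEK293 T-REx D2 cells: compound pre-addition 180 s, EC20 dopamine, 180 s more.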
D1 PAM – Potentiators of Human D1 Dopamine Receptor: qHTS; 0.036% of 360,000 active; potentiation, % at 10 µM; HEK293 TREx D1 cells, calcium flux, dopamine EC20 potentiation; D(1A) dopamine receptor (Homo sapiens), P21728; in the data active = potentiation above about 30%; also: 0% is about no effect
* hit, by the source's call; nt = not tested or not shown; & = joins results of further samples. Unless noted, calls follow the shape of the dose curve; as a rule, active = well fitted curve in the direction sought with a large enough effect; inconclusive = small, poorly fitted or top-dose-only effect, or another doubt; inactive = no such curve, though single readings can be large; an effect the other way counts as inactive or inconclusive.

SMILES	D1 ag	RXFP1 agonist	Vif-APOBEC3F blk	D1 antagonist	Vif-APOBEC3G blk	Glioma ERSR ind	RXFP1 antag	D2 potentiator	D1 PAM
Clc1ccc(OCc2nnc(SCCN3CCCCC3)n2Cc2ccco2)cc1	10	0.3%	-3%	-29	3%	-2%	-6	-19	-6
COc1ccc(NC(=O)/C=C/c2ccc(S(=O)(=O)N3CCOCC3)cc2)cc1	3	1.1%	-7%	-16	0%	-3%	-2	3	-10
CCCOc1ccc(C(O)(CCN2CCCCC2)c2ccccc2OC)cc1 (configuration not stated)	14	4.9%	-9%	17	0%	-2%	-2	-9	-8
CCOc1ccc(NS(=O)(=O)c2ccc(OC)c(C)c2)cc1	3	-0.3%	-4%	-1	3%	1%	4	-1	-3
COC(=O)c1cc(Oc2ccc(C(=O)OC)cc2N)cc(C(=O)OC)c1	4	-1.1%	4%	5	-1%	-4%	1	nt	-6
C=CCc1cccc2cc(C(=O)NC3=C(C#N)CCC3)c(=O)oc12	1	-0.3%	1%	-4	-2%	-3%	-18	0	-8
Cc1nn(-c2ccc(N3CCOCC3)nn2)c(C)c1CCC(=O)NCc1ccccc1F	8&1	0.3%&-2.1%	-5%&10%	0&12	0%&1%	3%&-3%	14	5&-5	4&-6
COc1cccc(-c2cc(C(=O)NN3CCOCC3)c3ccccc3n2)c1	0	0.1%	4%	-5	2%	-5%	-2	-11	1
COc1ccc(NC(=O)CN(C)C(=O)CC2CCCCC2)cc1	1	-0.7%	-12%	3	0%	-2%	0	20	-2
CC1CCc2nn(CC(=O)NCCCN3CCCCC3)cc2C1 (configuration not stated)	2	0.5%	-2%	-26	0%	-5%	3	29	nt
CCCCOc1ccc(C(=O)N2CCCCC2CCN2CCOCC2)cc1 (configuration not stated)	3	0.5%	-3%	11	-6%	-2%	-8	15	-2
Cc1cc(C(=O)NCCc2ccc(S(N)(=O)=O)cc2)no1	1	1.9%	-6%	-13	-1%	-2%	8	19	2
COc1ccc2nc(N(CCN(C)C)C(=O)c3ccc4ccccc4c3)sc2c1	1	-0.8%	-1%	-7	3%	-8%	1	-11	2
CCC(=O)N1CCCc2cc(S(=O)(=O)N3CCN(c4ccccn4)CC3)ccc21	0	0.4%	1%	-3	3%	-7%	3	2	-2
COc1ccc(N2CC(C(=O)Nc3nnc(SCC(=O)N4CCCC4)s3)CC2=O)cc1 (configuration not stated)	1	-5.5%	-15%	-22	-1%	0%	0	2	0
O=C(O)C1=C[C@@H](c2ccc3c(c2)OCO3)C[C@@H](OCCCCO)O1	2	1.4%	-6%	-11	4%	1%	nt	7	3
c1ccc(-c2ccc(CN3C[C@@H]4C(c5ccccc5)C5(c6ccccc6)CC4(C5)[C@H]3c3ccccc3)cc2)cc1 (some centres not stated)	0	-3.2%	-4%	24	0%	-2%	nt	1	4
O=C(NNS(=O)(=O)c1ccc(Cl)cc1)c1cc(-c2ccccc2)n[nH]1	2	-0.5%	-15%	-9	-4%	-4%	-2	nt	-4
CCOc1ccc(NC(=O)CN(C)C(=O)C(C)Oc2ccc(Cl)cc2)cc1OCC (configuration not stated)	nt	nt	4%	nt	1%	-3%	-10	nt	nt
COc1cccc(OC)c1C(=O)N[C@@H]1C(=O)N2[C@@H]1SC(C)(C)[C@@H]2C(=O)O	nt	nt	-7%	nt	1%	-5%	-5&-4	nt	nt
CCC(C)CCN1C(Nc2ccccc2)=NC[C@@H]1C (some centres not stated)	0	-3.0%	0%	-6	3%	-5%	nt	nt	0
CCOCCCNC(=O)c1cc(Sc2ccc(F)cc2)nc2ccccc12	4	3.3%	9%	4	-6%	-5%	-7	7	-4
CCCCCC(=O)Nc1ccccc1N1CCN(c2ccccc2)CC1	4	-0.4%	-4%	20	-5%	-4%	-32	3	3
Cc1cc(N2CCN(c3ccccc3)CC2)nc(-c2ccccc2)n1	6	-0.1%	1%	-13	0%	-3%	-10	13	-1
Nn1c(SCc2ccc(Br)cc2)nnc1-c1cccnc1	2	-0.6%	0%	-11	0%	-2%	-5	-1	-1

Continuation:
SMILES	D1 ag	RXFP1 agonist	Vif-APOBEC3F blk	D1 antagonist	Vif-APOBEC3G blk	Glioma ERSR ind	RXFP1 antag	D2 potentiator	D1 PAM
O=C(Cc1ccc(Cl)cc1)c1c[nH]c(C(=O)NCCCN2CCOCC2)c1	2	-0.4%	-1%	4	2%	-2%	2	-19	-2
Cn1cc(Cl)c(C(=O)Nc2nccs2)n1	2	1.5%	-1%	-12	2%	0%	29	9	-7
CCc1ccccc1NC(=O)c1cc(S(=O)(=O)N2CCC(C)CC2)cn1C	0	0.6%	-7%	-5	-1%	-3%	nt	-7	0
Cc1ccc(N(C(=O)CNC(=O)c2ccco2)C(C(=O)NCC2CCCO2)c2ccccc2)cc1 (configuration not stated)	1	-0.2%	0%	5	-1%	-3%	-12	3	-4
CC(=O)c1ccc(N(CC(=O)NC2CCS(=O)(=O)C2)S(=O)(=O)c2ccc(Cl)cc2)cc1 (configuration not stated)	1	1.2%	15%	-5	1%	-2%	10	-22	-4
O=C(COc1cc2oc(=O)c3c(c2cc1Cl)CCC3)Nc1cccnc1	6	4.1%	5%	11	0%	-3%	0	16	-4
CCc1cc(=O)oc2cc(C)cc(OCC(=O)NC3CC3)c12	1	4.9%	0%	1	2%	-3%	15	2	2
COc1ccccc1N1CC(C(=O)NCCC2=CCCCC2)CC1=O (configuration not stated)	-1	-1.2%	9%	1	3%	-2%	3	-6	2
CCOC(=O)C1=C(C)N=C2c3ccccc3C(=O)C2C1c1ccc(C)cc1 (configuration not stated)	0	0.4%	1%	-5	0%	-9%	-35	6	3
O=C(Nc1cc2c(cc1Br)OCCO2)c1cccnc1	2	2.7%	2%	0	3%	1%	-1	-11	5
CCCOc1ccc(S(=O)(=O)NCCN2CCOCC2)c2ccccc12	4	1.2%	-6%	-9	-1%	0%	0	20	1
O=C(COc1ccccc1[N+](=O)[O-])NCC1(N2CCCCC2)CCCCC1	1	0.4%	-5%	-6	3%	-6%	1	7	-3
CN1C(=O)/C(=C/C=C2/CCCN2C)N(C)C1=S	5	5.0%	-1%	-11	1%	0%	-6	7	3
CN(Cc1ccccc1)S(=O)(=O)c1cccs1	0	2.6%	-7%	-2	0%	1%	9	6	-3
CC(NCc1cc(Br)ccc1OCC(=O)NCc1ccccc1)c1ccccc1 (configuration not stated)	18	2.4%	-6%	0	0%	-5%	-12	-12	11
CCOC(=O)N1CCC(NC(=O)c2sc3nc4n(c(=O)c3c2C)CCCC4)CC1	1	0.8%	-5%	6	2%	2%	-5	-1	-3
COc1cc(CN(C)c2ncnc3sccc23)ccc1OC(F)F	15	0.9%	-8%	-13	-4%	-5%	-12	23	-7
COc1ccccc1CNC(=O)C1CCC(CNS(=O)(=O)c2cccs2)CC1 (configuration not stated)	0	2.8%	6%	9	-6%	-7%	-10	2	-2
COc1cccc(NC(=O)CN(Cc2ccccc2)S(=O)(=O)c2ccc3nc(C)sc3c2)c1	21	1.8%	8%	-45*	2%	-3%	-19	17	-7
c1ccc(Cn2nnc3c(NCCN4CCOCC4)ncnc32)cc1	3	-0.1%	0%	-31*	1%	-3%	-11	nt	-17
CCC(=O)Nc1nc2ccccc2n1CCN1CCOCC1	3	2.4%	-34%	9	1%	-1%	-8	2	0
O=C(NCc1cccc(Cl)c1)c1cc(=O)[nH]c2ccccc12	1	27%	3%	2	-5%	-2%	0	-9	-8
O=S(=O)(Nc1nc2ccccc2s1)c1ccc(Cl)nc1	12	-0.7%	-4%	1	-4%	4%	-1	5	-1

Source: PubChem BioAssay (National Center for Advancing Translational Sciences (NCATS))

An excerpt (hit frequency here may not be typical).
